Bioassay records as filed in PubChem BioAssay.
aSyn rescue – qHTS of alpha-syn Inhibitors. Yeast expressing alpha-synuclein, growth rescue, BacTiter-Glo, 24 h. Potency, µM (highest dose often 46.1 µM), for the others: at the highest dose growth rescue (activation), actives largely listed as activators. 370,000 tested, 0.14% active. AID 652106, 2013; further: potency means the concentration at half of the fitted maximal effect; % of control where 0% means no effect; nearly all actives have a fitted effect of over 65% in size
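Screening used galactose-induced yeast with toxic alpha-synuclein levels, exposed to compound for 24 hr at 30 deg C. Cell growth, read with BacTiter-Glo luminescence, gave the measured signal.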
FUS yeast rescue – qHTS for Suppressors of FUS Proteinopathy: Primary screen using FUS-linked yeast assay. Potency, µM (series often up to 76.6 µM), without a hit: at the highest dose growth rescue (activation), hits mostly activators. S. cerevisiae FUS-expressing, growth rescue, OD600, 24 h. 390,000 tested, 0.24% active. AID 1347120, 2019;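 further: potency means the concentration at half of the fitted maximal effect; plate controls were DMSO vehicle for no effect and reference control for full effect; nearly all actives have a fitted effect of over 55% in size; some results filed as inactive show a strong effect at the top dose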
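Quantitative HTS measuring growth restoration of FUS-toxic yeast. Galactose-induced cells (OD 0.005) were exposed 24hr at 30C to compounds at several concentrations, then absorbance at 600 nm was recorded.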
EPAC2 agonist – qHTS for Agonist of cAMP-regulated guanine nucleotide exchange factor 4 (EPAC2): primary screen; 360,000 tested, 0.079% active; EPAC2 activation, biochemical qHTS; response scale: 100% = 6.5 mM cAMP response; Potency, µM (top dose mostly 154 µM), for the others: at the highest dose activation, actives largely listed as activators; Rap guanine nucleotide exchange factor 4 (Homo sapiens), Q8WZA2; further: potency means the concentration at half of the fitted maximal effect; nearly all actives have a fitted effect of over 50% in size
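Setup: EPAC2 100 nM, labeled Rap1B complex 250 nM, free GDP 50 uM. Compound titrations pinned in, brief spin, 5 min room temperature incubation. Kinetic fluorescence read over 30 min, normalized to 6.5 mM cAMP.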
TDP-43 yeast inh – qHTS of TDP-43 Inhibitors. TDP-43 expressing yeast growth rescue, BacTiter-Glo, 24 h. Potency, µM (doses to about 46.1 µM), without a hit: at the highest dose growth rescue (activation), hits mostly activators. 410,000 tested, 1.8% active; further: potency means the concentration at half of the fitted maximal effect; % of control where 0% means no effect; nearly all actives have a fitted effect of over 50% in size
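Cell-based yeast growth screen: TDP-43 expression induced in galactose, inoculum OD600=0.02 after raffinose pregrowth to mid-log. Read-out BacTiter-Glo luminescence at 24 hr, 30 deg C; inhibition of toxicity seen as signal increase.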
D3 antag – qHTS of D3 Dopamine Receptor Antagonist: qHTS; D(3) dopamine receptor (Homo sapiens), P35462; D3R cells, DiscoveRx beta-arrestin luminescence, antagonist mode; stronger effect = lower value; max response, negative = inhibition, %; 360,000 tested, 2.5% active; AID 652054, 2013; in the data active means max response below about -50%; inconclusive means no clear call, values can overlap the other calls; further: on the % scale 0 is the no-effect control and ±100 the full control effect; mostly tested at two doses, the higher about 12 µM
Target sequence (P35462 whole entry, looked up): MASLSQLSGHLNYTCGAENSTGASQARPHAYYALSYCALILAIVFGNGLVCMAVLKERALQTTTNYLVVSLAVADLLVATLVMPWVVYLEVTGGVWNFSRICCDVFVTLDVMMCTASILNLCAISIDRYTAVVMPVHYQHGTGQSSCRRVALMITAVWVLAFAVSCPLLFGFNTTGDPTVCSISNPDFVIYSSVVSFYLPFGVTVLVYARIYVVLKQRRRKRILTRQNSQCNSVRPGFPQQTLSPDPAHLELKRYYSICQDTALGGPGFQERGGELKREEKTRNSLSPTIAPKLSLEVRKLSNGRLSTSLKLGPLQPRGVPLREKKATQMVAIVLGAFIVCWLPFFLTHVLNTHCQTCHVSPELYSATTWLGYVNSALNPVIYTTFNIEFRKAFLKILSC
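Cells expressing the human receptor were seeded at 1500 cells/well, incubated overnight at 37 degrees C in 5% CO2, then exposed to library compounds with dopamine controls for 90 minutes at 37 degrees C before luminescent detection.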
DRD3 agonist – qHTS of D3 Dopamine Receptor Agonist: qHTS | D3R DiscoveRx beta-arrestin cells, luminescence, 90 min | max activation, % | 410,000 tested, 0.58% active; in the data active means max activation above about 30%; further: 0% is about no effect; mostly tested at two doses, the higher about 12 µM
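Agonist-mode cell screen: cells plated at 1500/well and incubated overnight at 37 °C, then exposed to library compounds for 90 min at 37 °C. Detection reagent was added for 30–60 min at room temperature, and luminescence was read.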
EPAC2 antagonist – qHTS for Antagonist of cAMP-regulated guanine nucleotide exchange factor 2 (EPAC2): primary screen; Rap guanine nucleotide exchange factor 4 (Homo sapiens), Q8WZA2; EPAC2 GEF exchange of Rap1B-BODIPY-GDP, fluorescence; Potency, µM (highest dose often 114 µM), inactives show top-dose activity, negative = inhibition, actives largely listed as inhibitors; 360,000 tested, 0.18% active; AID 720708, 2013; further: potency means the concentration at half of the fitted maximal effect; on the % scale 0 is the no-effect control and ±100 the full control effect; nearly all actives have a fitted effect of over 45% in size; many of its hits are not listed in these tables
Abeta rescue – qHTS for compounds that reverse cellular toxicity of Amyloid beta (A-beta) peptide in yeast: Primary Screen | Potency, µM (series often up to 46.1 µM), for the others: at the highest dose growth rescue, hits mostly activators | 410,000 tested, 0.063% active | yeast expressing A-beta42, growth rescue, OD600, 48 h; response scale: 0% DMSO, 100% iron-clioquinol control; further: potency means the concentration at half of the fitted maximal effect; nearly all actives have a fitted effect of over 55% in size
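Yeast growth medium received pinned compounds, then yeast cells expressing toxic A-beta were added; plates incubated at 30 C for 48 hr. Growth read as absorbance at 600 nm, normalized to DMSO and equimolar FeCl3 plus clioquinol controls.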
Active calls of the source: *; u = inconclusive; x = not tested or not shown; [ ] = dose if it differs, or a comment. Unless noted, the call rests on the fitted dose curve; in most records, active means well fitted curve in the direction sought with a large enough effect; inconclusive means small, poorly fitted or top-dose-only effect, or another doubt; inactive means no such curve, though single readings can be large; an effect the other way counts as inactive or inconclusive.

The opening 4 entries, to show the layout:
SMILES	aSyn rescue	FUS yeast rescue	EPAC2 agonist	TDP-43 yeast inh	D3 antag	DRD3 agonist	EPAC2 antagonist	Abeta rescue
CC(C)(C)OC(=O)CC1(C#N)c2ccccc2C(Br)=CN1C(=O)c1ccccc1 (stereo not given)	-6.3%	-4.7%	7.2%	1.0%	3.3	11.5	-10.0%	14.3%
COc1ccc(NC2CCCN(Cc3cccc4cnccc34)C2)cc1 (stereo not given)	-1.1%	-17.3%	-1.8%	5.3%	4.9	-0.1	14.6%	-1.0%
CC(O)(C#CCN1CCCCCC1)c1ccccc1 (stereo not given)	2.3%	-21.0%	7.7%	-16.5%	-29.5	-15.9	9.2%	-7.3%
COc1ccc(N2C(=O)CC(Sc3n[nH]c(-c4ccc(C)cc4)n3)C2=O)cc1 (stereo not given)	7.6%	2.2%	2.3%	u	-21.4	2.7	-5.1%	-90.6%[inhibitor]

This part in full (from the top)
SMILES	aSyn rescue	FUS yeast rescue	EPAC2 agonist	TDP-43 yeast inh	D3 antag	DRD3 agonist	EPAC2 antagonist	Abeta rescue
CC(C)(C)OC(=O)CC1(C#N)c2ccccc2C(Br)=CN1C(=O)c1ccccc1 (stereo not given)	-6.3%	-4.7%	7.2%	1.0%	3.3	11.5	-10.0%	14.3%
COc1ccc(NC2CCCN(Cc3cccc4cnccc34)C2)cc1 (stereo not given)	-1.1%	-17.3%	-1.8%	5.3%	4.9	-0.1	14.6%	-1.0%
CC(O)(C#CCN1CCCCCC1)c1ccccc1 (stereo not given)	2.3%	-21.0%	7.7%	-16.5%	-29.5	-15.9	9.2%	-7.3%
COc1ccc(N2C(=O)CC(Sc3n[nH]c(-c4ccc(C)cc4)n3)C2=O)cc1 (stereo not given)	7.6%	2.2%	2.3%	u	-21.4	2.7	-5.1%	-90.6%[inhibitor]
Cn1c(SCC(=O)Nc2ccc(F)cc2)nnc1C1CC1	-0.6%	-8.7%	3.1%	-5.1%	2.2	19.9	3.4%	-6.7%
CCCCn1nnnc1NCc1cc(Cl)c(OC)c(OC)c1	8.2%	0.4%	0.2%	3.7%	24.5	0.5	-11.4%	-0.8%
COc1ccc(CN2C[C@H](O)COC[C@@H]3O[C@H](CC(=O)NCc4ccncn4)CC[C@H]32)cc1	-0.8%	-6.2%	3.1%	u	19.7	7.1	3.2%	-1.1%
Cc1ccc(OCCCC(=O)N2CCN(S(=O)(=O)c3cccc(F)c3)CC2)cc1	12.8%	20.6%	5.4%	-9.9%	11.3	-1.1	1.4%	2.0%
Cc1ccc(S(=O)(=O)N2CCCC(c3nc4c(nnn4Cc4ccc(OC(F)(F)F)cc4)c(=O)[nH]3)C2)cc1 (stereo not given)	x	-1.4%	x	-3.5%	x	-6.6	x	1.5%
Cc1noc(C)c1COc1ccc(C(=O)OC(C)C(=O)Nc2ccc(S(=O)(=O)N3CCOCC3)cc2)cc1 (stereo not given)	5.5%	-1.8%	9.7%	11.5%	12.4	1.0	-3.0%	-3.4%
O=C(O)c1cc2c(cc1Br)OCCCO2	-2.6%	x	1.1%	-9.0%	3.4	-13.9	2.5%	0.7%
COc1ccc(-c2c[n+]3c(n2-c2ccccc2)SCC3)cc1OC	-0.4%	-12.9%	-8.5%	9.7%	-1.2	-4.6	6.7%	4.9%
N#Cc1cccc(-c2csc(C(O)c3ccco3)n2)c1 (stereo not given)	9.9%	-5.0%	11.4%	28.2%	-25.3	-5.8	-18.2%	-15.3%
CSc1nnc(CCNC(=O)OC(C)(C)C)o1	-1.1%	-6.3%	6.5%	8.1%	-8.3	2.5	-0.5%	13.9%
COC(=O)C(CC(C)C)NC(=O)c1cccs1 (stereo not given)	-9.9%	10.0%	-1.1%	u	4.3	4.6	4.0%	16.8%
O=C(CCN1C(=O)C2C3CCC(C3)C2C1=O)Nc1ccc([N+](=O)[O-])cc1 (stereo not given)	-0.1%	25.5%	3.5%	5.7%	0.4	-3.6	-6.6%	7.3%
CCOc1ccc(NC(=O)Nc2ccc3nccnc3c2)cc1	-0.2%	18.7%	-10.0%	-1.8%	0.4	-1.4	-3.7%	-10.1%
COC(=O)c1nnn(CC(=O)Nc2cccc(Cl)c2C)c1C(=O)OC	4.5%	-19.9%	-0.8%	-17.8%	-3.6	-7.2	-9.1%	-4.8%
COc1ccc(NC(C)C(=O)Nc2ccc(C(C)(C)C)cc2)cc1Cl (stereo not given)	-2.6%	28.1%	4.4%	9.9%	-3.7	-1.7	-21.5%	12.3%
O=C(Nc1ccccc1C(=O)O)c1cccc(S(=O)(=O)N2CCCC2)c1	x	-7.1%	x	12.9%	x	24.7	x	-18.7%
COc1cc(OC)c(NC(=O)N2CCSc3ccccc32)cc1Cl	x	7.6%	x	-3.2%	x	3.1	x	-10.9%
COc1ccc(NC(=O)OC(C)C)cc1	7.9%	x	12.0%	-15.6%	-15.3	-17.1	6.7%	0.0%
CC(=O)Nc1ccc(S(=O)(=O)N2CCC(N3CCCC3)CC2)cc1	1.7%	5.8%	-3.5%	21.7%	9.4	0.7	12.2%	14.7%
Cc1cnc(C(=O)NC2CC(C)(C)Cc3c2cnn3-c2ccccc2)cn1 (stereo not given)	-1.4%	21.8%	0.6%	0.0%	-1.0	2.9	16.6%	3.8%
COc1ccc(Cc2c3cc(OC)c(OC)cc3cc[n+]2C)cc1OC	-0.6%	-27.5%	1.1%	-9.4%	-10.5	-5.5	1.7%	-10.8%

Next entries:
SMILES	aSyn rescue	FUS yeast rescue	EPAC2 agonist	TDP-43 yeast inh	D3 antag	DRD3 agonist	EPAC2 antagonist	Abeta rescue
Cc1cc(NC(=O)CCC(=O)N(CC(=O)NCC2CCCO2)c2ccc(Cl)c(Cl)c2)no1 (stereo not given)	1.9%	25.3%	10.0%	-8.8%	-13.4	10.7	5.8%	-7.7%
COc1ccc(Nc2ncnc3onc(C)c23)c(OC)c1	-6.5%	-18.5%	x	u	x	-3.3	x	-9.1%
O=C(NCCN1CCOCC1)Nc1ccc(Cl)cc1	5.5%	5.3%	-1.1%	13.9%	-28.2	0.3	4.9%	7.8%
CC(C)Nc1nc(Cl)nc(N(C#N)CN2C(=O)c3ccccc3C2=O)n1	14.6%	20.1%	18.1%	3.6%	u	-3.3	-18.9%	3.2%
CC(=O)Nc1ccc(Oc2nc(C(F)(F)F)nc3ccccc23)cc1	11.4%	5.6%	6.2%	0.8%	9.9	2.1	-8.1%	-3.6%
CC(=O)Nc1ccc2nc(NS(=O)(=O)c3ccc(C)cc3)sc2c1	4.4%	13.5%	-2.2%	6.9%	16.3	-4.5	-2.9%	8.3%
Cc1cccc(N(CC(=O)NC2CCCCC2)C(=O)c2csnn2)c1	-2.2%	-13.0%	1.9%	-0.7%	-18.0	-15.2	-0.9%	-9.4%
Cc1cc2cc(C#N)c(NCCNC(=S)NCCCN3CCOCC3)nc2cc1C	-3.5%	7.1%	5.7%	-19.0%	4.6	-1.0	12.3%	-15.0%
CCOC(=O)N1CCN(C(=O)c2cccc(N3C(=O)NC4CC3(C)Oc3ccccc34)c2)CC1 (stereo not given)	0.3%	5.3%	9.9%	8.3%	1.3	-1.4	9.2%	4.7%
CCOC(=O)C1CCC(CN(Cc2ccccc2)S(=O)(=O)c2ccc([N+](=O)[O-])cc2)CC1 (stereo not given)	-24.2%	10.1%	1.1%	-27.8%	-14.3	-1.0	7.4%	-2.6%
COc1ccccc1NC(=S)NNC(=O)c1ccncc1	-8.7%	25.5%	9.1%	-18.3%	-27.7	1.5	-13.0%	12.7%
CCc1cc(C(=O)c2ccc(OC)cc2)c(N)s1	9.2%	3.2%	7.2%	10.8%	2.9	4.2	-26.9%	-14.2%
N#CCC(=O)N/N=C/c1cn(Cc2ccc3ccccc3c2)c2ccccc12	-5.9%	17.7%	11.5%	10.3%	2.6	2.4	4.0%	2.8%
O=C(NC(=S)NNS(=O)(=O)c1ccc(Cl)cc1)c1cccnc1	7.7%	19.8%	5.5%	8.8%[9.22 µM]	8.9	11.8	2.1%	-12.8%
COc1cccc(C2C=C(c3cccs3)Nc3ncnn32)c1OC (stereo not given)	1.8%	11.4%	3.3%	18.6%	-19.7	-8.3	-7.8%	-1.6%
COC(=O)CNC(=O)c1ccccc1	-1.9%	-15.4%	8.0%	-15.4%	-27.9	-21.2	-6.0%	-17.7%
CCN1CCN(C(=O)CSc2nc3c(c(=O)n(C)c(=O)n3C)n2C)CC1	29.4%	37.6%	4.2%	-15.0%	1.4	3.0	3.9%	-4.2%
Cc1ccc(O)c(NC(=S)NC(=O)Cc2ccc(Cl)cc2)c1	u	14.2%	6.5%	-17.2%	u	-10.0	14.3%	-12.9%
COc1ccc(Br)cc1C1CC(=O)N2CN(C)CSC2=C1C#N (stereo not given)	10.6%	0.4%	1.9%	26.6%	7.4	3.4	-8.7%	-0.3%
COCCCn1c(C)nc2c(c1=O)c1nc3ccccc3nc1n2CCc1ccccc1	0.5%	-7.4%	-13.9%	5.1%	41.0	-1.3	-0.1%	-5.6%
Cc1csc(NC(=O)c2ccc3nc[nH]c3c2)n1	-1.5%	-13.5%	0.1%	-9.3%	2.2	0.9	-6.0%	5.5%
CCOC(=O)c1cnn(-c2cccc(Cl)c2)c1C1CCN(C(=O)OC(C)(C)C)CC1	x	-4.8%	x	u	x	10.5	x	-7.1%
O=C(N/N=C/c1ccc2c(c1)OCO2)c1cc(-c2ccccc2)nc2ccccc12	-4.5%	x	0.6%	-9.0%	6.9	-8.7	-11.9%	2.2%
O=C1CC(c2nnc(Cc3ccccc3Cl)o2)CN1c1ccccc1 (stereo not given)	x	0.5%	x	24.4%	x	0.6	x	13.1%
O=C(Nc1ccncc1)C1CC(=O)N(c2ccccc2)C1 (stereo not given)	-5.9%	10.9%	5.7%	-6.3%	10.1	3.8	-0.7%	-3.7%
C=CCN1C(=O)[C@@H]2Cc3c([nH]c4ccccc34)C(c3ccc(O)cc3)N2C1=S (stereo not given in full)	1.1%	u	-44.4%[inhibitor]	22.0%	-16.7	-2.9	u	0.0%

A portion of the library; rates above refer to the full screens.
